Compound activity as filed in PubChem BioAssay.
Nrf2 activator – activates Nrf2 signaling; AREc32 ARE-luciferase reporter (MCF7-derived line), luminescence, 24 h; 0.31% of 410,000 active; Potency, µM (doses to about 46.1 µM), inactives show at the top dose activation, actives largely listed as activators; note: potency is the fitted concentration of half-maximal effect; % of control where 0% means no effect; nearly all actives have a fitted effect of over 65% in size
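AREc32_Fluc, 1000 cells/well, OPTI-MEM + 5% FBS, o/n 37 deg C 5% CO2; 23 nL cpd by pin tool, 24 hr; Steady-Glo 30 min RT, luminescence.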
HepG2 viability – kills HepG2 cells in TGF-b inhibitor counter-screen. HepG2 CAGA-GFP viability, ATP luminescence, 18 h. Potency, µM (titrated, usually from 46.1 µM), inactives show at the top dose activity change, negative = cytotoxicity, most hits filed as cytotoxic. 0.76% of 410,000 active. AID 588856; note: potency is the fitted concentration of half-maximal effect; some results filed as inactive show a strong effect at the top dose
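CellTiter-Glo luminescence gave cytotoxicity after 18 hours at 37 degrees C. The cells were HepG2 CAGA-GFP in 1% FBS DMEM, stimulated with 500 pg/mL TGF-beta after compound addition. %Activity was normalised to no-cell wells (complete cell-killing) and DMSO (no toxicity), and curves were fitted and classified.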
Nrf2 inh – blocks Nrf2 signaling | 2.1% of 360,000 active | Potency, µM (doses to about 46 µM), without a hit: at the top dose activity change, negative = inhibition, most hits filed as inhibitors | A549 ARE-Fluc reporter, luciferase luminescence, 18-24 h; note: potency is the fitted concentration of half-maximal effect; % is set by controls: 0 for no effect and ±100 for the full control effect; nearly all actives have a fitted effect of over 60% in size
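Reporter: ARE-Fluc in A549. Exposure: 18-24 h, 37 °C, 5% CO2, 5% FBS OPTI-MEM. Readouts: fluorescent cytotoxicity (CellTiter-Fluor), then luminescent Nrf2 signal after BugLite.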
A549 tox – kills or reduces viability of A549 cells in Nrf2 counter-screen. Potency, µM (highest dose often 46 µM), for inactives: top-dose activity change, negative = cytotoxicity, most hits filed as inhibitors. 0.16% of 390,000 active. AID 504648. A549 ARE-Fluc cells, CellTiter-Fluor viability, 18-24 h; note: potency is the fitted concentration of half-maximal effect; % is set by controls: 0 for no effect and ±100 for the full control effect
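A549 ARE_Fluc cells in 5% FBS OPTI-MEM were exposed to compounds in concentration-response for 18-24 h at 37 deg C. Viability was read by CellTiter-Fluor fluorescence (Ex 405/Em 525) after 30 min, before the luciferase read.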
TGFb SMAD3 inh – inhibitors of TGF-b signaling | 1.2% of 410,000 active | AID 588855 | Potency, µM (highest dose often 46.1 µM), without a hit: at the highest dose activity, negative = inhibition, actives largely listed as inhibitors | HepG2 CAGA-GFP TGF-b/SMAD3 reporter, GFP fluorescence, 18 h; TGF-beta stimulated, 500 pg/mL final; note: potency is the fitted concentration of half-maximal effect; % is set by controls: 0 for no effect and ±100 for the full control effect; nearly all actives have a fitted effect of over 65% in size
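Read-out: total well GFP (ex488/em500-530) summed from mean per-cell fluorescence. Cells: HEPG2 CAGA-GFP, 1% FBS DMEM, 18 h at 37 degrees C with 500 pg/mL final TGF-beta. Unstimulated wells served as the full-inhibition control; stimulated DMSO wells = 0%.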
Akt phos inh – inhibitors of Akt phosphorylation. activity change, % for hits at 50 µM. 0.32% of 360,000 active. AID 651550. Neuro2A IGF-stimulated pAkt S473 HTRF, 20 min; active compounds read low; in the data active = activity change below about -80%; inconclusive = mostly about -51% to -80%; note: % is set by controls: 0 for no effect and ±100 for the full control effect
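Neuro2A cells (4,500/well, DMEM with 0.5% FBS) were treated with compound at a single 50 µM final concentration, stimulated with 6 nM IGF for 20 min at 37 °C, and lysed. Phospho-Akt Ser473 was read by HTRF as 665/615 ratio ×10^4.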
S2 tox – viability counter-screen for ATXN expression inhibitors. S2 cells (HEK-293 line with an ATXN2-luciferase reporter) viability, CellTiter-Fluor protease fluorescence, 24 h. Potency, µM (top dose mostly 56.7 µM), hits mostly cytotoxic. 0.49% of 400,000 active; note: potency is the fitted concentration of half-maximal effect; nearly all actives have a fitted effect of over 40% in size
CCT modulator – modulators of cytosolic chaperonin (CCT/TRiC) activity | purified chaperonin ATPase assay, HTRF ADP detection, 30 min | activity change, % (test concentration not listed), hits read low | 0.3% of 360,000 active | AID 651819; in the data active = activity change below about -30%; note: % is set by controls: 0 for no effect and ±100 for the full control effect
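TRiC at 40 or 20 nM final (batch-dependent) in 30 mM Tris pH 7.4, 100 mM KCl, 5 mM MgCl2, 1 mM DTT, with compound at single 76 uM and 10 uM ATP, 30 min at 37 deg C. ADP detected by HTRF Transcreener, 665/615 ratio.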
Mm-Cpn inhibitor – M. maripaludis TRiC chaperonin inhibition. purified Mm-Cpn ATPase, ADP Transcreener TR-FRET. Potency, µM (doses to about 76.9 µM), for inactives: at the highest dose activity, negative = inhibition, hits mostly inhibitors. 0.031% of 330,000 active; note: potency is the fitted concentration of half-maximal effect; % is set by controls: 0 for no effect and ±100 for the full control effect; nearly all actives have a fitted effect of over 80% in size
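Quantitative HTS used 25 nM Mm-CPN and 10 uM ATP in magnesium/KCl Tris buffer, pH 7.4, with 1 mM DTT. Hydrolysis ran 30 min at 37°C; ADP was read by HTRF.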
Active calls of the source: *; i = inactive; ? = inconclusive; / = no result given; [ ] = remark or other dose. Unless noted, calls come from the whole dose curve; as a rule, active = well fitted curve in the direction sought with a large enough effect; inconclusive = small, poorly fitted or top-dose-only effect, or another doubt; inactive = no such curve, though single readings can be large; an effect the other way counts as inactive or inconclusive.

SMILES | Nrf2 activator | HepG2 viability | Nrf2 inh | A549 tox | TGFb SMAD3 inh | Akt phos inh | S2 tox | CCT modulator | Mm-Cpn inhibitor
Cc1ccc(NC(=O)[C@@H](c2ccccc2)N2Cc3ccccc3C2=O)cc1F | 3.0% | -22% | 15% | 13% | ? | / | i | / | /
O=C(O)c1ccccc1C(=O)c1cccc2ccccc12 | 0.2% | 4% | -7% | ? | ? | i | i | -1.6 | 0%
CC(=O)c1cc(C#N)c(N2CCCCC2)nc1C | 1.9% | 1% | -7% | 0% | 1% | i | i | -0.8 | 2%
CCOC(=O)N1CCC(NC(=O)C2CCN(C(=O)N3CCOc4ccccc43)CC2)CC1 | 0.6% | -5% | 20% | -2% | 3% | i | i | 2.0 | 4%
Cc1ccc2nc(-c3ccc(-c4cccc(Cl)c4)cc3)c(NCc3ccccc3)n2c1 | 5.1% | -24% | -25% | 0% | -7% | i | i | 0.7 | -1%
O=C(/C=C/c1ccccc1)Nc1cc(-c2nc3ccccc3o2)ccc1Cl | 9.7% | 10% | 7% | -3% | ? | / | i | / | /
CCOC(=O)C1=C(C)OC(N)=C(C#N)C1c1cc2c(cc1Br)OCO2 (stereo not drawn) | ? | -32% | -10% | -3% | -6% | i | i | -0.8 | -1%
COc1ccc(C2NC(=O)CCC2[N+](=O)[O-])c(OC)c1OC (stereo not drawn) | -0.3% | 2% | -4% | 0% | 10% | i | i | -4.6 | -2%
Cc1c(C(=O)Nc2ccncc2)sc2nc(-c3ccccc3)cn12 | 3.1% | -23% | 10µM* | -4% | ? | i | i | -1.9 | ?
COc1cc2cnc(-c3ccsc3)cc2cc1OC | 4.5µM* | -20% | 4% | 9% | -23% | i | i | 1.6 | 3%
CC(C)n1cnc2c(Nc3cccc(F)c3)nc(NCCO)nc21 | -0.7% | -29% | -15% | -10% | -4% | i | i | -0.3 | -1%
NC1=NC2(CCCCC2)N=C(Nc2ccc(F)cc2F)N1 | -0.6% | 9% | 3% | -9% | -8% | i | i | 1.0 | 1%
CSc1nnc(C)c(=O)n1COC(=O)COc1ccccc1C | -0.1% | 14% | 4% | -1% | -20% | i | ? | -3.2 | 1%
Cc1ccc(OCC(=O)Nc2ccc(C)c(S(=O)(=O)N3CCCCCC3)c2)c([N+](=O)[O-])n1 | 0.3% | 3% | -15% | 4% | 1% | i | i | -2.0 | 1%
Cc1ccc(N(CC(=O)NC2CCCCC2C)S(=O)(=O)c2c(C)nn(C)c2C)cc1 (stereo not drawn) | -0.3% | 2% | 5% | -3% | 1% | i | i | 1.7 | 2%
Cc1cc(NC(=O)c2noc3c2CCCC3)nn1Cc1ccc(Cl)cc1 | 3.5% | -20% | 23µM* | -12% | ? | i | ? | -5.5 | 2%
Cc1cccn2c(=O)nc(SCC(=O)N3CC(C)OC(C)C3)nc12 (stereo not drawn) | 0.4% | 13% | -4% | 3% | -3% | i | i | -2.7 | 1%
CCOc1ccccc1N1CC(C(=O)N2CCc3ccccc32)CC1=O (stereo not drawn) | 0.1% | -1% | -24% | -12% | -4% | i | i | -2.6 | -2%
Cc1cc(C)c2c(n1)SCC(=O)N2CC(=O)NCCC1=CCCCC1 | 0.3% | -5% | -4% | -2% | ? | i | i | -1.2 | -4%
COc1ccccc1OCC(=O)Nc1nonc1NC(=O)COc1ccccc1OC | -0.4% | 0% | -24% | 14% | -6% | i | i | 0.1 | 0%
COc1ccc(OCCN2CCC(C(=O)NC(c3ccsc3)c3ccccc3C)CC2)cc1 (stereo not drawn) | -1.0%[9.22 µM] | -16% | / | / | 5% | i | ? | -0.2 | /
CCN(CC)CCNC(=O)C(=O)NCC1OCCN1S(=O)(=O)c1ccc(Cl)cc1 (stereo not drawn) | 0.0% | -6% | 5% | -3% | 3% | i | i | -1.0 | 1%
COC(=O)CNC(=O)c1cn(-c2ccc(C)c(C)c2)c(=O)c2ccccc12 | 0.7% | -13% | 0% | -5% | 14% | i | i | 0.3 | -1%
Cc1cccc(N2CC(C(=O)Nc3nnc(SCC(=O)Nc4cc(C)on4)s3)CC2=O)c1 (stereo not drawn) | 2.3% | 1% | 1% | 6% | 21% | i | ? | -0.5 | -9%
Cc1cccc(-c2nc(S(=O)(=O)c3ccc(Cl)cc3)c(N3CCCCCC3)o2)c1 | 1.0% | 0% | -12% | -1% | -5% | / | ? | / | /
Cc1cc(=O)oc2cc(OCC(=O)NCCCN3CCOCC3)c(Cl)cc12 | 1.5% | 0% | 4% | 1% | -1% | i | i | 2.1 | -7%
O=C1CSC(=Nc2cc(Cl)ccc2Cl)N1 | -0.9% | 3% | 5% | -13% | -1% | i | i | -0.1 | -1%
CCCOc1ccc(C(CC(=O)O)NC(=O)Cc2ccccc2)cc1 (stereo not drawn) | -0.6% | -27% | -7% | -4% | 0% | i | i | 0.5 | 0%
Cc1cc(=O)n2[nH]c(SCc3c(F)cccc3Cl)nc2n1 | -1.3% | -5% | ? | -14% | 0% | i | i | -2.7 | /
Cc1ccc(NC(=S)N2CCC(N(C)CC3CCCO3)CC2)c(C)c1 (stereo not drawn) | -1.1% | -1% | / | -6% | 11% | i | i | -1.0 | 1%
CCCCCN1C(C(=O)c2ccccc2)=C(NC(=O)c2ccc(OC)c(OC)c2)c2ccccc2S1(=O)=O | -0.1% | -43% | ? | ? | ? | / | / | / | /
O=[N+]([O-])c1ccc(NC(=S)N/C(=N/CS(=O)(=O)c2ccccc2)c2ccccc2)cc1 | 9.8% | 1% | / | -13% | 1% | i | i | 0.6 | -1%
CCN=c1sc2ccccc2n1CC(O)COc1ccccc1 (stereo not drawn) | 0.4% | -11% | -14% | 8% | 0% | i | i | 0.6 | 0%
CC(=O)N1c2ccc(S(=O)(=O)N3CCCCCC3)cc2CC1C(=O)NCc1ccccc1F (stereo not drawn) | -0.5% | -5% | / | 3% | -7% | / | i | / | /
CCn1c(CCNC(=O)c2ccco2)nc2ccccc21 | -0.6% | -86% | 2% | -1% | ? | i | i | -0.8 | -1%
COc1ccc(C(=O)NCc2nnc(SCC(=O)Nc3ccccc3OC)o2)cc1 | 0.0% | 4% | -2% | 1% | 4% | i | i | -1.3 | 0%
COc1ccccc1OCCn1c(CO)nc2ccccc21 | 0.2% | 1% | -11% | 2% | 24% | i | i | -2.4 | 0%
Cn1ccc2c(-c3cccc4ccccc34)cc3c(c21)C1CCC3O1 (stereo not drawn) | 2.5% | -16% | / | / | ? | i | i | -2.4 | /
O=C(Cc1ccc(F)cc1)NCc1ccc2c(c1)CCN2C(=O)c1ccc(F)cc1 | 0.4% | -3% | / | -12% | 22% | / | / | / | /
COC(=O)Cn1c(CN(C)Cc2ccccc2)nc2c1c(=O)n(C)c(=O)n2C | 0.3% | -3% | 16% | -2% | ? | i | i | -1.7 | 0%
C[C@@H]1CN([C@@H](C)CO)C(=O)CCCn2nncc2CO[C@@H]1CN(C)C(=O)Nc1ccccc1F | -0.4% | 2% | / | / | 17% | i | i | 0.4 | /
COc1ccc(NC(=O)c2cc(-c3cc(Cl)ccc3C)n[nH]2)cc1OC | 5.8% | -21% | / | / | 6% | i | ? | -2.5 | /
C/C(CC(=O)Nc1ccc2c(c1)OCO2)=N\NC(=O)c1ccc(N)cc1 | -0.1% | -24% | 10% | -3% | -2% | i | i | 0.0 | 0%
CCSc1nnc(-c2cc3c(s2)-c2ccccc2CC3)o1 | 13µM* | 2% | / | 4% | -4% | i | i | 2.1 | 0%
O=C(NCCCN1CCOCC1)c1cc(-c2ccc(Cl)cc2)on1 | -0.4% | -10% | / | -1% | ? | i | i | -0.9 | -5%
COc1ccc(NC(=O)C[C@H]2C(=O)N(c3ccc(Br)cc3)C[C@@H]2C)cc1 | 0.0% | -7% | / | / | 0% | i | i | 0.3 | /
O=C(COc1ccc(S(=O)(=O)N2CCOCC2)cc1)N1CCc2ccccc2C1 | -0.7% | 38% | 6% | 11% | 15% | i | i | -0.9 | 0%
CC(=O)N(/N=C/c1ccc([N+](=O)[O-])o1)c1nc2ccccc2c(=O)n1-c1ccccc1 | ? | -17% | 0% | 1% | ? | i | ? | -1.8 | 1%
O=C(NCCCn1ccnc1)c1cc2ccccc2o1 | 0.7% | 3% | 10% | -3% | -28% | i | ? | 0.5 | 1%
CCN(CC)C(=O)c1cc2c(=O)oc3ccccc3c2s1 | 3.2% | -3% | 3% | 4% | -3% | i | i | 0.9 | -3%
COC(=O)c1cc(NC(=O)c2c(Cl)nc3sccn23)cc(C(=O)OC)c1 | 2.4% | -5% | 3% | 0% | ? | i | ? | -1.1 | -1%
CCOC(=O)C(C)n1nc(/C=C/c2ccc(OC)cc2)ccc1=O (stereo not drawn) | 6.4% | -6% | 1% | -2% | ? | i | i | 1.7 | 0%
Brc1ccc(CSc2nnc(-c3ccco3)o2)cc1 | 6.1% | 4% | ? | 15% | 13% | i | i | -1.0 | 0%
